High-throughput results from PubChem BioAssay.
Exocytosis inh = blocks lytic granule exocytosis. hit rate 0.66% among 360,000. inhibition, % at 10 µM. AID 651702. TALL-104 LAMP-1 surface exposure, flow cytometry; cells stimulated with thapsigargin and PMA;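 active means inhibition above about 55%, limit read from the data; inconclusive means no clear call, values can overlap the other calls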
NOD2 RIPK2 PPI = inhibitors of human NOD2-RIPK2 interaction | O43353 | inhibition, % at 4.98 µM | hit rate 0.38% among 360,000 | CHO BLA complementation NOD2-RIPK2, CCF4 ratio | AID 624267; in the data active means inhibition above about 21%;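 further: 0% = vehicle only and 100% = reference blocker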
Target sequence (O43353 whole entry, looked up): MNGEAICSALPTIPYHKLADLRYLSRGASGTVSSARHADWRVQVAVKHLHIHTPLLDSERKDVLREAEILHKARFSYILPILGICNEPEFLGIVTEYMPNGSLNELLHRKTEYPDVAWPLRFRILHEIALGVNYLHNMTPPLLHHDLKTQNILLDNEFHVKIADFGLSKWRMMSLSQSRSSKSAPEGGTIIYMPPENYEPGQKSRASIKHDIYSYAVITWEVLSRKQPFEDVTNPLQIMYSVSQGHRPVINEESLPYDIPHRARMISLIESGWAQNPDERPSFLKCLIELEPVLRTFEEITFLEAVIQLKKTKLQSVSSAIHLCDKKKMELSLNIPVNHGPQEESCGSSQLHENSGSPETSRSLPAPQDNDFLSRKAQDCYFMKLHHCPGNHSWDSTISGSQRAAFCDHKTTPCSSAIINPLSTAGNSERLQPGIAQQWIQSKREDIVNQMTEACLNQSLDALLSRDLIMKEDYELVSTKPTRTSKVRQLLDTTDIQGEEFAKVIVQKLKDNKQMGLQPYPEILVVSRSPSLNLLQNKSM
Glyco luc inh = blocks N-linked glycosylation in D54 reporter cells. D54 ERlucT glycosylation luciferase reporter, 24 h; percent of 100 nM tunicamycin response. reporter increase, % at 12.5 µM. AID 588692. hit rate 0.23% among 360,000;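 active means mean luciferase reporter signal, scaled so untreated is 0 and the glycosylation-blocking control 100, at or above a set limit in every replicate; inconclusive means mean reaches the limit but not every replicate does; inactive means mean below the limit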;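 further: luciferase carries N-glycosylation sites so blocking glycosylation raises the light; 0% = median of neutral control wells and 100% = median of 100 nM tunicamycin wells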
ABHD5-PLIN5 inh = ABHD5-PLIN5 protein interaction inhibition; hit rate 0.78% among 360,000; AID 602281; inhibition, % at 4 µM; Split G. princeps luciferase complementation, luminescence, 4 h;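 active means inhibition above the mean inhibition across every tested compound plus 3 SD, cut at about 22% in these data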;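 further: 0% = DMSO only wells and the 100% control is not disclosed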
ABCB6 inh MLPCN = blocks the human ABCB6 transporter; K562-ABCB6 porphyrin accumulation, flow cytometry, 1 h; hits give low values; fluorescence ratio to DMSO, % at 10 µM; hit rate 0.19% among 360,000; AID 602162;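 active means fluorescence ratio to DMSO below 75%, the collection mean minus 3 SD; inconclusive means too few cells collected in the well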;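 further: signal is porphyrin accumulated inside mitochondria; 100% equals median channel fluorescence of DMSO control wells; lower ratio means ABCB6 inhibition with less porphyrin fluorescence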
Vif inh = HIV Vif inhibition | HEK293T cells, Vif self-association by quenched fluorescence, imaging, 24 h | inhibition, % at 7.49 µM | hit rate 0.35% among 340,000 | AID 602346; in the data active means inhibition above about 50%, passing the limit was not always enough; inconclusive means no clear call, values can overlap the other calls; inactive means below about 31%; further: some results filed as inactive read as strong as hits
aDG glyco up = alpha-DG glycosylation activation; hit rate 0.22% among 360,000; activation, % at 10 µM; AID 624168; Pro5-aDG cells, alpha-DG glycosylation AlphaScreen (IIH6); 0% Pro5, 100% B10-LARGE cell signal;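 active means activation of at least 8% versus controls, or a plate z-score of at least 8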;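 further: Pro5 are CHO cells carrying HIG-tagged alpha-DG that lacks glycosylation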
MC4R antag cAMP = antagonists of human melanocortin 4 receptor (MC4R). MC4R-expressing cells, MTII-stimulated cAMP, LANCE TR-FRET. inhibition, % at 6.5 µM. hit rate 0.48% among 360,000. P32245;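 active means inhibition above its plate's cutoff, the mean of tested wells on that plate plus 3 SD, cut at about 29% in these data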;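 further: 0% = Melanotan II alone and 100% = Melanotan II plus saturating MCL0020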
Target sequence (P32245 whole entry, looked up): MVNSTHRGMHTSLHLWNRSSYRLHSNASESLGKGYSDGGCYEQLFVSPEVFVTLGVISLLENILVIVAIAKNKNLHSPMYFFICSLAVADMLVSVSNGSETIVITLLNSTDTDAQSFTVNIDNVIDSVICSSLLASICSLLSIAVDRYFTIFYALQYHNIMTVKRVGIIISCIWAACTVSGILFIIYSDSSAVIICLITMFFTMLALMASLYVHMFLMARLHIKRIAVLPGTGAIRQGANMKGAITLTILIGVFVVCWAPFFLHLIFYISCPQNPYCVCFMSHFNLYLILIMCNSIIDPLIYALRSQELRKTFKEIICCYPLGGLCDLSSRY
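Material: U2OS-MC4R stable cell line | Reagent: Melanotan II challenge after compound preincubation | Doses: One concentration, 6.5 µM nominal | Incubation: 30-min compound preincubation, 1-h Melanotan II challenge, 1-h detection, room temperature | Signal: TR-FRET cAMP assay | Replicates: One well per compound, no replicates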
TLR9-MyD88 inh = blocks human TLR9 binding to MyD88 | Q9NR96+Q99836 | CHO BLA complementation TLR9-MyD88, CCF4 FRET ratio | inhibition, % at 4.98 µM | hit rate 0.21% among 340,000 | AID 504734;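 active means inhibition above the mean over all tested compounds plus 3 SD, cut at about 21% in these data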;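 further: 0% = DMSO only wells and 100% = clavulanate BLA inhibitor control wells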
MC4R barr agon = agonists of human melanocortin 4 receptor (MC4R) beta-arrestin; U2OS MC4R beta-arrestin complementation, luminescence; percent of melanotan II response, DMSO zero; activation, % at 8.9 µM; hit rate 0.98% among 360,000; AID 540308;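 active means activation above a per-plate cutoff, the mean activation of sample wells on that plate plus 3 SD, cut at about 8% in these data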
Starred values were filed as active, the others as inactive. These rows are one share of the data; count on the stated rates, not on these rows.

What do the screens show for `Cc1ccc(C(C(=O)NC2CCCC2)N(C(=O)CCC(=O)Nc2cc(C)on2)c2ccccc2)cc1` (configuration not stated)?
Exocytosis inh: 3; NOD2 RIPK2 PPI: 4; Glyco luc inh: 1; ABHD5-PLIN5 inh: 2; ABCB6 inh MLPCN: 98; Vif inh: -2; aDG glyco up: 0.0; MC4R antag cAMP: 12; TLR9-MyD88 inh: -1; MC4R barr agon: -0.7

Results for CCC1(CC)NC(=O)N(CC(=O)OC(C)C(=O)Nc2ccc(Cl)cn2)C1=O (configuration not stated) ?
Exocytosis inh: -19; NOD2 RIPK2 PPI: -3; Glyco luc inh: 1; ABHD5-PLIN5 inh: -3; ABCB6 inh MLPCN: 102; Vif inh: 18; aDG glyco up: 0.2; MC4R antag cAMP: 7; TLR9-MyD88 inh: -1; MC4R barr agon: -3.5

What do the screens show for `O=C(CSc1n[nH]c(=O)[nH]c1=O)c1ccc([N+](=O)[O-])cc1`?
Exocytosis inh: -1; NOD2 RIPK2 PPI: 2; Glyco luc inh: 0; ABHD5-PLIN5 inh: -4; ABCB6 inh MLPCN: 92; Vif inh: 7; aDG glyco up: -0.2; MC4R antag cAMP: 11; TLR9-MyD88 inh: 2; MC4R barr agon: -0.7

How did Cc1ccc(Cn2c(SCCN3CCCCC3)nc3c2c(=O)n(C)c(=O)n3C)cc1 do in these assays?
Exocytosis inh: 8; NOD2 RIPK2 PPI: -10; Glyco luc inh: 3; ABHD5-PLIN5 inh: 12; ABCB6 inh MLPCN: 88; Vif inh: 12; aDG glyco up: 0.8; MC4R antag cAMP: 1; TLR9-MyD88 inh: 7; MC4R barr agon: -0.3

Results for CCCn1c(=N)n(CC(=O)O)c2ccccc21 ?
Exocytosis inh: -1; NOD2 RIPK2 PPI: 2; Glyco luc inh: 0; ABHD5-PLIN5 inh: 3; ABCB6 inh MLPCN: 102; Vif inh: 3; aDG glyco up: -0.3; MC4R antag cAMP: 1; TLR9-MyD88 inh: 2; MC4R barr agon: 0.0

How did CNC(=O)C(=O)NCC(c1cccs1)S(=O)(=O)c1ccc(F)cc1 (configuration not stated) do in these assays?
Exocytosis inh: -5; NOD2 RIPK2 PPI: -4; Glyco luc inh: -1; ABHD5-PLIN5 inh: -3; ABCB6 inh MLPCN: 95; Vif inh: 9; aDG glyco up: 0.3; MC4R antag cAMP: 23; TLR9-MyD88 inh: -11; MC4R barr agon: 1.4

Results for CCN1CCN(CCNC(=O)c2ccc3nc(-c4cccc(C)c4)c(-c4cccc(C)c4)nc3c2)CC1 ?
Exocytosis inh: 26; NOD2 RIPK2 PPI: 3; Glyco luc inh: -6; ABHD5-PLIN5 inh: 5; ABCB6 inh MLPCN: 105; Vif inh: -2; aDG glyco up: -0.4; MC4R antag cAMP: 0; TLR9-MyD88 inh: -7; MC4R barr agon: 3.5

How did CCOC(=O)C1(Cc2cccc(OC)c2)CCCN(C(=O)CCSC)C1 (configuration not stated) do in these assays?
Exocytosis inh: -2; NOD2 RIPK2 PPI: 4; Glyco luc inh: 2; ABHD5-PLIN5 inh: -6; ABCB6 inh MLPCN: 99; Vif inh: -1; aDG glyco up: -0.1; MC4R antag cAMP: 0; TLR9-MyD88 inh: -21; MC4R barr agon: -1.0

What do the screens show for `Cc1cccc([N+](=O)[O-])c1NC(=O)CN(Cc1ccccc1)Cc1ccccc1`?
Exocytosis inh: -1; NOD2 RIPK2 PPI: -11; Glyco luc inh: -3; ABHD5-PLIN5 inh: 4; ABCB6 inh MLPCN: 83; Vif inh: -3; aDG glyco up: 0.3; MC4R antag cAMP: 2; TLR9-MyD88 inh: 7; MC4R barr agon: -1.6

How did O=C(/C=C/c1ccccc1)NCC(=O)N/N=C/c1ccccc1[N+](=O)[O-] do in these assays?
Exocytosis inh: 1; NOD2 RIPK2 PPI: -5; Glyco luc inh: 4; ABHD5-PLIN5 inh: 8; ABCB6 inh MLPCN: 97; Vif inh: -2; aDG glyco up: 0.3; MC4R antag cAMP: -5; TLR9-MyD88 inh: 0; MC4R barr agon: -1.7

How did Cc1cc(C)c(O)c(CN(C)Cc2cc(Cl)cc(Cl)c2O)c1 do in these assays?
Exocytosis inh: -3; NOD2 RIPK2 PPI: -2; Glyco luc inh: -6; ABHD5-PLIN5 inh: 5; ABCB6 inh MLPCN: 89; Vif inh: -1; aDG glyco up: 0.1; MC4R antag cAMP: 5; TLR9-MyD88 inh: -6; MC4R barr agon: -0.1

How did CCOc1ccc(/C=C\C(C)=N\O)cc1 do in these assays?
Exocytosis inh: 1; NOD2 RIPK2 PPI: 1; Glyco luc inh: -3; ABHD5-PLIN5 inh: -3; ABCB6 inh MLPCN: 98; Vif inh: inconclusive; aDG glyco up: 0.0; MC4R antag cAMP: 1; TLR9-MyD88 inh: 4; MC4R barr agon: 0.3

Results for CC(Oc1ccc(F)cc1)C(=O)Nc1sc2c(c1C(=O)NCc1cccnc1)CCCC2 (configuration not stated) ?
Exocytosis inh: 3; NOD2 RIPK2 PPI: 2; Glyco luc inh: -2; ABHD5-PLIN5 inh: -5; ABCB6 inh MLPCN: 94; Vif inh: -12; aDG glyco up: 0.8; MC4R antag cAMP: 16; TLR9-MyD88 inh: 2; MC4R barr agon: -1.5

Results for C[n+]1ccc(C(=O)NCCC[N+](C)(C)C)cc1/C=N/O ?
Exocytosis inh: 9; NOD2 RIPK2 PPI: 6; Glyco luc inh: 1; ABHD5-PLIN5 inh: 2; ABCB6 inh MLPCN: 96; Vif inh: 5; aDG glyco up: 0.0; MC4R antag cAMP: 4; TLR9-MyD88 inh: -9; MC4R barr agon: -3.8

Results for CCN(c1ccccc1)S(=O)(=O)c1ccc(Cl)c(NC(=O)CN2C(=O)NC3(CCCC3)C2=O)c1 ?
Exocytosis inh: -6; NOD2 RIPK2 PPI: 4; Glyco luc inh: -1; ABHD5-PLIN5 inh: 3; ABCB6 inh MLPCN: 98; Vif inh: -2; aDG glyco up: 0.0; MC4R antag cAMP: 11; TLR9-MyD88 inh: 0; MC4R barr agon: -3.7

How did Cc1ccc(C(=O)Nc2sc3c(c2C(=O)O)CCC(C)C3)o1 (configuration not stated) do in these assays?
Exocytosis inh: -10; NOD2 RIPK2 PPI: 5; Glyco luc inh: 0; ABHD5-PLIN5 inh: 2; ABCB6 inh MLPCN: 102; Vif inh: -4; aDG glyco up: 0.6; MC4R antag cAMP: 0; TLR9-MyD88 inh: -6; MC4R barr agon: -3.4

How did Cc1cc(C)nc(SCCn2c(N3CCCCC3)nc3c2c(=O)n(C)c(=O)n3C)n1 do in these assays?
Exocytosis inh: 0; NOD2 RIPK2 PPI: -5; Glyco luc inh: 1; ABHD5-PLIN5 inh: -4; ABCB6 inh MLPCN: 96; Vif inh: 0; aDG glyco up: 0.2; MC4R antag cAMP: 4; TLR9-MyD88 inh: 3; MC4R barr agon: 0.1

What do the screens show for `COc1ccc2[nH]c(C)c(C(=O)CN3CCN(C(=O)c4ccco4)CC3)c2c1`?
Exocytosis inh: -2; NOD2 RIPK2 PPI: -2; Glyco luc inh: 2; ABHD5-PLIN5 inh: 2; ABCB6 inh MLPCN: 108; Vif inh: 12; aDG glyco up: -0.1; MC4R antag cAMP: 3; TLR9-MyD88 inh: -2; MC4R barr agon: 0.1

What do the screens show for `O=C(COC(=O)c1cc(Cl)ccc1O)NCCC1=CCCCC1`?
Exocytosis inh: 2; NOD2 RIPK2 PPI: 1; Glyco luc inh: -1; ABHD5-PLIN5 inh: 0; ABCB6 inh MLPCN: 94; Vif inh: 5; aDG glyco up: 0.0; MC4R antag cAMP: 14; TLR9-MyD88 inh: -6; MC4R barr agon: 0.2

How did CC(C)N(Cc1nc(-c2ccc(Cl)cc2)no1)C(=O)C12CC3CC(CC(C3)C1)C2 do in these assays?
Exocytosis inh: -2; NOD2 RIPK2 PPI: -1; Glyco luc inh: 2; ABHD5-PLIN5 inh: 1; ABCB6 inh MLPCN: 91; Vif inh: 1; aDG glyco up: -0.1; MC4R antag cAMP: 5; TLR9-MyD88 inh: 8; MC4R barr agon: -1.0

What do the screens show for `Oc1[nH]c2ccc(Br)cc2c1N=NC(=S)Nc1ccc(F)cc1`?
Exocytosis inh: 1; NOD2 RIPK2 PPI: -2; Glyco luc inh: 6; ABHD5-PLIN5 inh: -6; ABCB6 inh MLPCN: 93; Vif inh: 2; aDG glyco up: 0.9; MC4R antag cAMP: 13; TLR9-MyD88 inh: -9; MC4R barr agon: 2.1

How did CC(C)C[C@H]1CNC(=O)C(=O)N1C[C@@H]1CCCN1C[C@H](CC(C)C)N1C[C@H](Cc2ccc(O)cc2)N(CCc2ccccc2)C(=O)C1=O do in these assays?
Exocytosis inh: 1; NOD2 RIPK2 PPI: -12; ABHD5-PLIN5 inh: 9; ABCB6 inh MLPCN: 100; aDG glyco up: -0.2

Results for CC(CCc1ccccc1)NC(=S)NC1CCCCC1 (configuration not stated) ?
Exocytosis inh: -4; NOD2 RIPK2 PPI: 6; Glyco luc inh: 6; ABHD5-PLIN5 inh: -7; ABCB6 inh MLPCN: 97; Vif inh: 0; aDG glyco up: 1.4; MC4R antag cAMP: 1; TLR9-MyD88 inh: 4; MC4R barr agon: -0.9

How did COc1ccc(CC2(CO)CCN(Cc3cnn(-c4ccccc4OC)c3)CC2)cc1 do in these assays?
Exocytosis inh: 1; NOD2 RIPK2 PPI: -12; Glyco luc inh: 0; ABHD5-PLIN5 inh: 1; ABCB6 inh MLPCN: 99; Vif inh: 1; aDG glyco up: 0.1; MC4R antag cAMP: 8; TLR9-MyD88 inh: -3; MC4R barr agon: -1.1

Results for Cc1cc(C(=O)NC2CCCc3c2cnn3-c2ccc(C)c(C)c2)n(C)n1 (configuration not stated) ?
Exocytosis inh: -1; NOD2 RIPK2 PPI: 1; Glyco luc inh: 0; ABHD5-PLIN5 inh: 8; ABCB6 inh MLPCN: 88; Vif inh: -12; aDG glyco up: 2.3; MC4R antag cAMP: 17; TLR9-MyD88 inh: -12; MC4R barr agon: 0.2

Results for O=C1CSC(c2cccc([N+](=O)[O-])c2)N1Cc1ccccc1 (configuration not stated) ?
Exocytosis inh: 7; NOD2 RIPK2 PPI: -1; Glyco luc inh: -2; ABHD5-PLIN5 inh: 5; ABCB6 inh MLPCN: 99; Vif inh: -7; aDG glyco up: -0.1; MC4R antag cAMP: 2; TLR9-MyD88 inh: 0; MC4R barr agon: -1.1

Results for Cc1ccc(CNC(=O)CCNC(=O)Cn2ccc3ccccc3c2=O)o1 ?
Exocytosis inh: 2; NOD2 RIPK2 PPI: -2; Glyco luc inh: 2; ABHD5-PLIN5 inh: 6; ABCB6 inh MLPCN: 96; Vif inh: 29; aDG glyco up: 0.0; MC4R antag cAMP: 4; TLR9-MyD88 inh: 9; MC4R barr agon: -0.8

What do the screens show for `O=c1[nH][nH]c(=O)c2cc(N3CCCC3)ccc12`?
Exocytosis inh: -3; NOD2 RIPK2 PPI: 0; Glyco luc inh: 4; ABHD5-PLIN5 inh: 1; ABCB6 inh MLPCN: 99; Vif inh: -1; aDG glyco up: -0.1; MC4R antag cAMP: 11; TLR9-MyD88 inh: 3; MC4R barr agon: -1.7
